# sEH inh = soluble epoxide hydrolase inhibitors, primary screen, biochemical, human sEH; 0.34% of 91,000 active; Bifunctional epoxide hydrolase 2 (Homo sapiens), P34913; recombinant human sEH enzymatic activity assay; AID 707, 2007; inhibition, % at 2 µM; in the data active = inhibition above about 80%; also: values of inactives mirror those of a sister screen read the other way; many of its hits are not listed in these tables
# Target sequence (P34913 whole entry, looked up): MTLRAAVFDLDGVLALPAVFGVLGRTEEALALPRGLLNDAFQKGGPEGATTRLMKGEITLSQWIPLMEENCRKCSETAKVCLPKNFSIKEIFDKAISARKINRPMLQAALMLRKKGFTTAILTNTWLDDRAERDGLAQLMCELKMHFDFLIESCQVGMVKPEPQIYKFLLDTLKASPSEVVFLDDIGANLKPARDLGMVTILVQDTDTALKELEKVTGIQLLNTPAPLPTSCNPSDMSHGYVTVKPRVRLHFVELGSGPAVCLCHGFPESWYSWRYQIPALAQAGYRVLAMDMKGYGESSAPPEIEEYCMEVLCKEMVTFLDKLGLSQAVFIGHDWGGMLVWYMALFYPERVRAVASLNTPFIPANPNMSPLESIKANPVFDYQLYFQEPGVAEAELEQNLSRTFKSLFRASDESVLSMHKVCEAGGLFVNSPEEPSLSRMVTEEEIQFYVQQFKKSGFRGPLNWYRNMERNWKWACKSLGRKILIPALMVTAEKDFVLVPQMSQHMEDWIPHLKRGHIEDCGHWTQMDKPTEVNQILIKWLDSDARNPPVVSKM
# ERb coact inh = inhibitors of ERβ-SRC1 coactivator interaction, primary screen, biochemical, TR-FRET, ERβ LBD, SRC-1 peptide | TR-FRET ER-beta LBD / SRC1-Cy5 peptide binding; receptor agonist-loaded with 1 µM estradiol | inhibition, % at 25.6 µM | 1.3% of 86,000 active | Estrogen receptor beta (Homo sapiens), Q92731;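 active = compounds whose percent inhibition of the receptor-coactivator binding signal exceeds about 50% in the single-dose screen, limit read from the data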;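 also: 0% = receptor plus peptide wells without compound and 100% = peptide-only wells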
# Smad3 FoxH1 inh = Smad3/FoxH1 peptide binding inhibitors, primary screen, biochemical, TR-FRET; inhibition, % at 25 µM; Mothers against decapentaplegic homolog 3 (Homo sapiens), P84022; TR-FRET Smad3/Dy647-FoxH1 peptide binding, europium anti-His; 0.29% of 88,000 active;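 active = compounds that reduce the energy-transfer binding signal between the protein and its labelled peptide by more than half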;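 also: 0% = Smad3 plus labelled peptide maximal FRET and 100% = peptide-only background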
# Target sequence (P84022 whole entry, looked up): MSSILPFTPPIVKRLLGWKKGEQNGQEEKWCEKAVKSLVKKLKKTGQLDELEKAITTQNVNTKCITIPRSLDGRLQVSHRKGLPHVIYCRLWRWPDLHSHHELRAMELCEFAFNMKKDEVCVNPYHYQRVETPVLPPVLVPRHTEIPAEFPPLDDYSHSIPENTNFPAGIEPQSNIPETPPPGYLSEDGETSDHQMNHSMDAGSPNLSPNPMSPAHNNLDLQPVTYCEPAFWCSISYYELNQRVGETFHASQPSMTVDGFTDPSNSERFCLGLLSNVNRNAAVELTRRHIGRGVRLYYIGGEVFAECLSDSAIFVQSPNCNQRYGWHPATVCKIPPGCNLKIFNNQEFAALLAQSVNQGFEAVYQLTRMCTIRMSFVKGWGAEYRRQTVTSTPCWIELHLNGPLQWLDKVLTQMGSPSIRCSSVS
# CD11b adhes inh = inhibitors of CD11b/CD18 adhesion to fibrinogen, primary screen, K562 cells, luminescence. Integrin beta-2 (Homo sapiens) + Integrin alpha-M (Homo sapiens), P05107+P11215. ATPlite luminescence; Mn2+ added to activate the integrin. inhibition, % at 10 µM. 0.54% of 93,000 active;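 active = primary inhibition of 50% or more at 10 µM, then 40% or more on retest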; also: some results filed as inactive read as strong as hits
# Candida biofilm = clotrimazole potentiators killing Candida biofilms, primary screen, with clotrimazole, Alamar Blue; C. albicans biofilm + clotrimazole; inhibition, % at 6 µM; 0.14% of 85,000 active; AID 834, 2007;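 active = inhibition above 20%; inactive = inhibition below 20%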;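 also: preformed 24 hr biofilms exposed to compound for 48 hr; 0% = biofilm without compound and 100% = blank killed by clotrimazole plus chlorhexidine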
# Mac1 fbg enh = enhancers of CD11b/CD18 adhesion to fibrinogen, primary screen, K562 cells, luminescence | ATPlite luminescence | activation, % at 10 µM | 0.07% of 93,000 active | AID 1499, 2009;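 active = 10 µM primary screen giving 50% or more activity, confirmed by 40% or more on retest at that dose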; also: strong numbers were not always called active; reference of the scale not given here
# MT1-MMP txn act = MT1-MMP promoter reporter activation – cell-based, luciferase luminescence, primary screen. HT1080 MT1-MMP promoter luciferase reporter, overnight; active compounds read high. activation factor at 10 µM. 0.16% of 86,000 active. AID 750, 2007;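 active = activation factor of at least 2 for MT1-MMP transcription at 10 µM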
# sEH activator = soluble epoxide hydrolase activators, primary screen, biochemical, human sEH | 0.04% of 91,000 active | Bifunctional epoxide hydrolase 2 (Homo sapiens), P34913 | purified human sEH enzymatic activity, activator screen | activation, % at 2 µM; in the data active = activation above about 37%; also: values of inactives mirror those of a sister screen read the other way
# ERa SRC1 pot = enhancers of ERα–SRC-1 coactivator binding, primary screen, biochemical, TR-FRET, ERα LBD, low estradiol. 1.3% of 86,000 active. TR-FRET ERalpha-LBD/SRC-Cy5 coactivator binding, 2 h; 100 = basal binding, no effect. Estrogen receptor (Homo sapiens), P03372. coactivator binding (% of control), % at 25.6 µM; in the data active = activity above about 200%;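 also: binding measured in presence of low estradiol as agonist stimulus; 0% = peptide alone without receptor and 100% = receptor with peptide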
# Numbers without * were called inactive; x = not tested or not shown; & = joins results of further samples; [ ] = dose if it differs, or a comment.
SMILES,sEH inh,ERb coact inh,Smad3 FoxH1 inh,CD11b adhes inh,Candida biofilm,Mac1 fbg enh,MT1-MMP txn act,sEH activator,ERa SRC1 pot
CCN1CCN(Cc2nc3c(c(=O)[nH]c(=O)n3C)n2Cc2ccccc2Cl)CC1,11,8,-3,x,-3,x,1.1,-11,99
Cc1cccc(C(=O)NC(=S)Nc2ccc(S(=O)(=O)N(C)c3ccccc3)cc2)c1,0,x,x,16,x,-2,x,3,x
O=C1CCC(=O)N1OCCCCOc1ccccc1,0,2,5,x,1,x,1,0,101
Cc1nccc2[nH]c(=O)c(C(=O)NC3CCCCC3C)cc12 (stereo unspecified),x,1,5,-19,5,-1,1.3,x,116
O=C(CSc1nnc(-c2cccnc2)n1-c1ccccc1)Nc1ccccc1,-4,7,-16,x,1,x,1.4,6,97
Cn1c(COc2ccccc2)nnc1SCc1cc(=O)[nH]c2ccccc12,11,x,x,24,x,2,1.2,-12,x
COc1ccc(N2CCN(c3ccc(NC(=O)c4ccc5c(c4)OCO5)cc3C#N)CC2)cc1,x,16,8[fluorescence artefact?],4,7,54,1.1,x,103
O=C(COc1ccccc1)Nc1nonc1NC(=O)COc1ccccc1,-2,5[fluorescence artefact?],9,-48,6,-2,1.1,-1,104[fluorescence artefact?]
Cc1cccc(S(=O)(=O)NCC2CCCO2)c1 (stereo unspecified),3,x,x,-10,x,1,x,0,x
O=C(CSc1nnc(NC(=O)c2ccco2)s1)NC1CCCCC1,-6,-5,7,12,8,-4,1.1,6,111
CCc1nnc(NC(=O)C(=O)NCCOC(=O)c2ccccc2Cl)s1,-8,x,x,12,x,-2,x,9,x
O=C(CC(=O)c1cc(Cl)ccc1O)c1ccccc1,13,3,20[fluorescence artefact?],x,5,x,1.2,-12,100
O=C(Nc1cccc(Cl)c1)c1ccncc1,6,-8[fluorescence artefact?],-2,-7,6,0,1.2,-8,114
CN(C)CCCNC1=CC(=O)OC12CCCCC2,1,-8[fluorescence artefact?],8,x,5,x,1.3,2,107
Cc1cc(C)nc(N2CCN(CC(=O)NCc3ccccc3)CC2)n1,2,-2,-18,24,0,-2,0.9,-4,112
COc1ccccc1OCC(=O)Nc1sc2c(c1C(=O)NCC1CCCO1)CCC2 (stereo unspecified),8,x,x,-5,x,0,x,-7,x
CC1=C(C(=O)OC(C)C)C(c2c[nH]c3ccccc23)n2ncnc2N1 (stereo unspecified),x,-2,5,4,9,-9,0.9,x,88
CN(C)C(=O)N1CCC(C(=O)NCc2ccc(F)cc2)CC1,1,-1,4,-10,19,-7,1.1,0,117
O=C(NCC1CCCO1)C1CCC(N2C(=O)c3ccccc3C2=O)CC1 (stereo unspecified),4,5,-12[fluorescence artefact?],-2,1,-2,1.1,-4,109[fluorescence artefact?]
CN(C)S(=O)(=O)c1cccc(N=c2scc(-c3ccc4c(c3)NC(=O)CO4)n2CC2CCCO2)c1 (stereo unspecified),11,18,-1,2,3,-3,1.4,-8,97
O=C(NC(NC(=S)Nc1cccc(Cl)c1)C(Cl)(Cl)Cl)OCc1ccccc1 (stereo unspecified),12,x,x,-2,x,-1,x,-12,x
CC1=C(/C=C/C(=O)O)C(C)(C)CCC1,-8,-1,-6&13,-3,2,3,1.4,6,105
CCN(CC)c1ccc2c(c1)C(=O)N(C)C2=O,6,-18,9,4,4,0,1.6,-2,118[fluorescence artefact?]
CC1Cc2nc(SCC(=O)NC3CCCCC3)n(C)c(=O)c2S1 (stereo unspecified),0,8,-15,-11,-1,1,1,3,91
COc1ccc(CC(=O)n2nc(-c3ccc(Cl)cc3)nc2NCc2ccco2)cc1,2,-2[fluorescence artefact?],-6,2,2,-1,1.2,-1,94
SMILES,sEH inh,ERb coact inh,Smad3 FoxH1 inh,CD11b adhes inh,Candida biofilm,Mac1 fbg enh,MT1-MMP txn act,sEH activator,ERa SRC1 pot
Cc1ccccc1OCC(=O)N/N=C/c1ccc(Sc2nc3ccccc3s2)o1,15,x,x,12,x,-3,x,-14,x
O=c1oc(-c2ccccc2)nc2ccsc12,-1,-1,2,4,6,-4,1.3,1,98
CC(=O)c1ccc(OC(=O)C(CCS(C)(=O)=O)N2C(=O)c3ccccc3C2=O)cc1 (stereo unspecified),6,-10,2,-13,6,-4,1.1,-6,90
CS(=O)(=O)c1ccc2nc(NC(=O)C3CCCCC3)sc2c1,x,-6,-16,8,6,-1,1.2,x,89[fluorescence artefact?]
O=C(Nc1nc2ccccc2n1CCN1CCCC1)C1CCCCC1,-3,-5,2,-12,5,0,1,6,115
Cn1c(C(=O)OC(C(=O)NC2CCCCC2)c2ccncc2)cc2sccc21 (stereo unspecified),-6,27[fluorescence artefact?],-1,-4,1,-3,1.2,8,263*[fluorescence artefact?]
COc1ccc(CCNC(=O)/C=C/c2ccc(C)cc2)cc1OC,1,x,x,-3,x,-6,x,-3,x
Cc1cc(C)c(C#N)c(Nc2ccccc2Cl)n1,0,-10,-8,-1,8,1,1.2,0,118
O=C(Nc1nncs1)c1c(F)c(F)c(F)c(F)c1F,13,4,-8,8,x,-1,1.1,-14,90[fluorescence artefact?]
COc1ccc(N2CCN(CCCNC(=O)CC3Oc4ccc(C)cc4NC3=O)CC2)cc1 (stereo unspecified),x,-3,1,1,-3,4,1.1,x,120
CCOC(=O)c1c2c(n(C)c1COC)C(=O)C(=O)c1ccc(Br)cc1-2,-3,33[fluorescence artefact?],75*,x,3,x,0.7,5,57
O=C1c2cccnc2C(Nc2ccccc2)N1Cc1ccco1 (stereo unspecified),-2,5,4,-40,0,7,1.2,2,95
CC(C)(C)NC(=O)CSc1nnc(C2CC2)n1Cc1ccccc1,x,2[fluorescence artefact?],-7,-6,5,0,1.1,x,119
Cc1ccc(/C=C2\SC(=S)N(CC(=O)Nc3ncc(Cc4ccccc4Cl)s3)C2=O)cc1,6,x,x,-20,x,54,x,-5,x
N#Cc1cc([N+](=O)[O-])c(-n2nnc3ccccc32)c([N+](=O)[O-])c1,2,x,x,4,x,-4,x,1,x
O=C(Nc1ccc2c(c1)nc1n2CCN(C2CCCCC2)C1)c1ccco1,x,53*,6,x,10,x,1.3,x,43[fluorescence artefact?]
Cc1ccccc1NC(=O)CN(C)S(=O)(=O)c1cccc2cccnc12,0,-8,1,-12,1,4,1.1,1,113
CC1Cc2cc(C3(O)C(=O)c4ccccc4C3=O)ccc2N1 (stereo unspecified),-3,-7,1,-2,x,-2,1.1,6,97
CC1=C(OC(=O)c2ccccc2)C(C)(C)C(c2ccc(Br)cc2)OC1=O (stereo unspecified),-4,10[fluorescence artefact?],8,14,7,-2,1,6,96
O=C(C1CCC(CNc2c(N3CCCCC3)c(=O)c2=O)CC1)N1CCCCC1 (stereo unspecified),-14,-10,-13,2,3,1,1,19,148[fluorescence artefact?]
CCCCOC(=O)c1ccc(NC(=O)c2cnc3n(c2=O)CCS3)cc1,-2,11,2,16,6,-2,1,1,129[fluorescence artefact?]
O=C(CCS(=O)(=O)c1ccccc1)Nc1nc2c(s1)COc1ccccc1-2,-6,2,8,-11,9,9,1.1,5,113[fluorescence artefact?]
COC(=O)c1ccc(NC(=S)Nc2ccccc2)cc1,1,x,x,23,x,-4,x,2,x
CCOc1ccc(NC(=O)CCN2CCCCC2)cc1,x,3,2,3,2,0,1.1,x,114
CCOC(=O)N1CCC(N(CCOC)C(=O)Nc2ccc(Cl)cc2)CC1,x,0,12,-2,1,-2,1.2,x,149
SMILES,sEH inh,ERb coact inh,Smad3 FoxH1 inh,CD11b adhes inh,Candida biofilm,Mac1 fbg enh,MT1-MMP txn act,sEH activator,ERa SRC1 pot
CCN1CCN(c2ncc3c(n2)CC(c2cc(OC)c(OC)c(OC)c2)CC3=O)CC1 (stereo unspecified),-3,-10[fluorescence artefact?],-5,6,4,-2,0.8,5,104
O=C1NCCCc2nonc21,-15,1[fluorescence artefact?],8,-3,1,-3,1.1,14,131
Cc1ccnc(Sc2ccc([N+](=O)[O-])cc2[N+](=O)[O-])n1,-12,x,x,5,x,-2,x,14,x
O=C(c1ccco1)N1CCN(c2nc(-c3ccc(F)cc3)cs2)CC1,8,-15,2,10,0,-2,1.1,-7,77
COc1ccc2cc(CN(CC3CCCO3)S(=O)(=O)c3ccccc3Cl)c(=O)[nH]c2c1 (stereo unspecified),7,-2,9,-8,1,4,1.1,-9,90
O=C(Nc1cccc(F)c1)c1ccc2c(c1)OCO2,10,6,8,-26,9,1,1.1,-12,109
CC1Cc2ccccc2N1C(=O)Cn1nnc(-c2ccccc2NC(=O)C2CCC2)n1 (stereo unspecified),9,7,17,x,x,x,1.1,-4,108
O=C(N/N=C/C(Cl)=C/c1ccccc1)c1cnccn1,7,-12,-1,x,7,x,1.9,-1,116
CCc1nc(NCc2ccc3c(c2)OCO3)c2oc3ccccc3c2n1,-10,7,1,1,9,-9,1.3,10,84
CCSc1nc2c(c(=O)n1CC)SC(C)C2 (stereo unspecified),x,-8,10,-17,10,-2,1,x,97
CC1(c2ccccc2)NC(=O)N(CC(=O)NC(=O)NC2CCCC2)C1=O (stereo unspecified),1,3,-8,2,7,-2,1.1,2,83
COc1cccc(-c2cc(N)nn2C(=O)Nc2ccc(Cl)cc2)c1,7,x,x,1,x,5,1.2,-8,x
Cc1occc1C(=O)NC(C)CCc1ccccc1 (stereo unspecified),0,10[fluorescence artefact?],10[fluorescence artefact?],14,3,1,1.1,0,53[fluorescence artefact?]
Nc1cccc(-n2nncc2-c2ccccc2)c1,x,-5,-5,x,1,x,1.1,x,117
COc1ccccc1-c1nnc(SCC(=O)c2ccc(C3CCCCC3)cc2)n1Cc1ccco1,-2,-4,-4,1,3,2,1.2,2,84
COc1ccc2nc(SCC(N)=O)cc(C)c2c1,x,6[fluorescence artefact?],12,-10,8,-2,1,x,111
CCOC(=O)Cc1c(C)nc2c(-c3cccc(Br)c3)c[nH]n2c1=O,x,-6,7,17,8,-6,1.2,x,92
CC(C)C(=O)Nc1cccc(NC(=O)c2cccc([N+](=O)[O-])c2)c1,9,x,x,-11,x,-2,x,-9,x
C/C(=N\NC(=S)Nc1ccc(F)cc1)C1CC1,5,-1,-10,x,6,x,1.3,-3,81
COc1ccc(-n2nnnc2Sc2ccc(S(=O)(=O)N3CCOCC3)cn2)cc1,x,-8,10,2,7,-2,1,x,113
O=C(NCCc1nc2ccccc2[nH]1)c1ccc(F)cc1,-10,18,-3,-26,6,3,1,10,106
CCC1CCCCN1C(=O)Cn1c(C(=O)OC)cc2sc(Cl)cc21 (stereo unspecified),-3,-14[fluorescence artefact?],30[fluorescence artefact?],-31,4,36,1,3,99

# Source: PubChem (several laboratories)

# Some of the compounds tested; the hit share may differ from the screen's.
